Rtt109 Vps75: blocks Candida albicans Rtt109/Vps75 acetyltransferase activity; inhibition, % at 34.9 µM; 0.16% of 330,000 active; AID 540336; purified Rtt109/Vps75, ThioGlo CoA-SH fluorescence, 4 h;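 active = inhibition of at least 50% in every replicate; inconclusive = best replicate reaches 50% inhibition but some replicates fall short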
Target sequence (Q5AAJ8 whole entry, looked up): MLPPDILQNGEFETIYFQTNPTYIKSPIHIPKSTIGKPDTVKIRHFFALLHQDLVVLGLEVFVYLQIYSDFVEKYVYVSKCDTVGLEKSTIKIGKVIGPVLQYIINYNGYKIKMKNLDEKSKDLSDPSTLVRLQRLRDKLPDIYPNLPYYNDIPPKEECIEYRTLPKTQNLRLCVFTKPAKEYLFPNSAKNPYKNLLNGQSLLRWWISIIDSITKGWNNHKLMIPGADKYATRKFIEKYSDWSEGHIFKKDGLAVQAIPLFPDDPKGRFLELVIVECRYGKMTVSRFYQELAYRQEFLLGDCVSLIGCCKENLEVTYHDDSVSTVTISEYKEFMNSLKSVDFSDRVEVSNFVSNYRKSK
PfHsp90 yeast 2: growth inhibition of yeast expressing Plasmodium Hsp90; inhibition, % at 9.4 µM; 0.32% of 310,000 active; S. cerevisiae expressing PfHsp90, BacTiter-Glo ATP, 48 h; yeast lacking PDR1 and PDR3 efflux regulators;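 active = every replicate shows inhibition above about 80%, whatever the replicate mean, limit read from the data; inconclusive = mean inhibition reaches the set limit but some replicate falls short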;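 also: 0% = DMSO neutral controls and 100% = 20 µM radicicol positive controls; yeast relying on Plasmodium falciparum Hsp90 in place of its own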
CDK5 inh: CDK5/p35 (human) kinase inhibition; Q00535+Q15078; Recombinant CDK5/p35, ADP-Glo luminescence, 60 min; inhibition, % at 10 µM; 0.01% of 330,000 active;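 active = highest replicate inhibition of at least 50% and at least 75% of replicates reaching 50%; inconclusive = only one of the two criteria met; inactive = both criteria failed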;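 also: plate controls were DMSO neutral control for no effect and GW8510 at 10 µM for full effect; many of its hits are not listed in these tables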
Target sequence (Q00535 whole entry, looked up): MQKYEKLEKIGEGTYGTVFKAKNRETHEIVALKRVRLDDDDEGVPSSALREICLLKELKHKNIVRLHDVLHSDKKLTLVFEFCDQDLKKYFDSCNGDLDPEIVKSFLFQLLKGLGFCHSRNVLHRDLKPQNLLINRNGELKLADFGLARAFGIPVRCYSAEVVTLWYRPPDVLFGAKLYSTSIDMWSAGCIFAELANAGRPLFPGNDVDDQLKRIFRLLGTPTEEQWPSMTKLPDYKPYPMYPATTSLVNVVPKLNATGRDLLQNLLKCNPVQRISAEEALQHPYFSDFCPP
Target sequence (Q15078 whole entry, looked up): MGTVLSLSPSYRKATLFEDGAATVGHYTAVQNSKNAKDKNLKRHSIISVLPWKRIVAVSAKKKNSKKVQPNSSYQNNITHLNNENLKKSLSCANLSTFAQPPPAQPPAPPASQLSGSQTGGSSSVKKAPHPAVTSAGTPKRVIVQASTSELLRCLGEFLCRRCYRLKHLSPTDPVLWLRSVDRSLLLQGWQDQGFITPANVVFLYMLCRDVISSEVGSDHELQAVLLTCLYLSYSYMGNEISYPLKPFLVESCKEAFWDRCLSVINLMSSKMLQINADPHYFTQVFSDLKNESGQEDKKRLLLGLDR
PvdQ acylase: blocks Pseudomonas aeruginosa PvdQ acylase activity. AID 488965. inhibition, % at 10 µM. 0.063% of 340,000 active. purified PvdQ acylase, fluorescence plate reader; in the data active = inhibition above about 30%, passing the limit was not always enough; inconclusive = no clear call, values can overlap the other calls;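 also: 0% = vehicle neutral wells and 100% = reference inhibitor wells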
SUMO Mot1 rescue: inhibitors of SUMOylation pathway: yeast Mot1-301 growth rescue | S. cerevisiae Mot1-301 growth rescue, ATP luminescence, 38.5C; percent above DMSO median, 100 means doubled | growth rescue, % at 18.8 µM | 1% of 320,000 active;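 active = every valid replicate shows activation above 250% relative to neutral control wells; inactive = the rest, any valid replicate at or below 250%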;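 also: OY570 slx delta 5 strain wells were the positive control but not used for scaling; some compounds called inactive have numbers as strong as hits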
RTF Ca sens inh: cardiac RTF calcium desensitization | 0.12% of 340,000 active | IANBD-labeled cardiac RTF, Ca2+ fluorescence | P19429+P45379 | inhibition, % at 7.15 µM;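 active = inhibition above the mean inhibition of all tested compounds plus 3 SD, cut at about 17% in these data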;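 also: assay run at fixed EC70 calcium of 1.6 mM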
dFosB act: enhances mouse delta FosB homodimer DNA binding | P13346 | purified delta FosB, TAMRA-CDK5 oligo fluorescence polarization; percent of positive-control signal above neutral wells | activation, % at 25 µM | 0.99% of 340,000 active;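 active = mean activation above about 17%, with every replicate also reaching it, limit read from the data, passing the limit was not always enough; inconclusive = only one of the two conditions met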;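 also: fluorescence polarization rise as delta FosB binds a TAMRA Cdk5 AP-1 oligo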
NSD2 inh: NSD2 (human) methyltransferase inhibition; O96028; NSD2 peptide methylation, AlphaScreen, 120 min; inhibition, % at 12.5 µM; 0.54% of 310,000 active; in the data active = inhibition above about 50%
LANA DNA inh: inhibitors of KSHV LANA C-terminal domain DNA binding | MBP-C-LANA/FAM-LBS DNA binding, fluorescence polarization | inhibition, % at 9 µM | 0.078% of 340,000 active | AID 504423;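 active = highest replicate inhibition at or above 60% at 9 µM, even if other replicates fall short; inactive = all replicates below 60% inhibition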;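 also: 0% = neutral control wells and 100% = 4 µM acridine orange control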
Keap1 Nrf2 FP: inhibitors of human Keap1-Nrf2 protein-protein interaction | Q14145 | AID 504523 | 0.15% of 340,000 active | inhibition, % at 9.4 µM | Keap1 Kelch-Nrf2 peptide fluorescence polarization, 1536-well; in the data active = inhibition above about 12%; inconclusive = no clear call, values can overlap the other calls; inactive = below about 7.3%;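 also: human Keap1 Kelch domain with fluorescein labeled Nrf2 9mer peptide probe; 0% = neutral control wells and 100% = peptide positive control; higher means more block of Keap1 binding to Nrf2 peptide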
cardiac RTF act: increases calcium sensitivity of human cardiac regulated thin filaments; activation, % at 7.2 µM; 0.24% of 340,000 active; IANBD-labeled TnC RTF fluorescence at EC20 calcium; 0% EC20 calcium, 100% full calcium; AID 493008;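 active = activation above the mean over all tested compounds plus 3 SD, cut at about 30% in these data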;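 also: rise in fluorescence read as greater calcium sensitivity of cardiac thin filaments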
Active calls of the source: *; i = inactive; ? = inconclusive; · = no result given.

SMILES	Rtt109 Vps75	PfHsp90 yeast 2	CDK5 inh	PvdQ acylase	SUMO Mot1 rescue	RTF Ca sens inh	dFosB act	NSD2 inh	LANA DNA inh	Keap1 Nrf2 FP	cardiac RTF act
CCOc1ccc(C2C(C(=O)c3cccs3)=C(O)C(=O)N2Cc2cccnc2)cc1OC (centres undefined)	13	24	2.6	-11	-1	-10	-1	-5	-0.1	-6	5
Cc1cccc(Nc2nc(-c3ccncc3)cs2)c1	-4	-9	-1.0	-7	14	-4	1	-4	1.2	-4	6
CC(=O)c1c(C)[nH]c(C(=O)OCc2nc3ccsc3c(=O)[nH]2)c1C	20	8	1.0	-3	12	-4	-6	0	0.4	3	-19
COc1ccc(C(=O)OC(C)C(=O)NC2CCCc3ccccc32)cc1OC (centres undefined)	32	1	-0.4	0	·	0	-1	-2	0.4	-3	-4
COc1ccc(-n2nc([N+](=O)[O-])c(=NCc3ccc4c(c3)OCO4)n2O)cc1	-4	-7	2.3	-3	10	7	-3	8	-0.2	1	-10
Cc1cccc(C(=O)OCC(=O)N(CC(C)C)c2c(N)n(Cc3ccccc3)c(=O)[nH]c2=O)c1C	22	·	1.0	5	·	3	0	1	-0.3	2	-8
COc1ccc(S(=O)(=O)N2c3ccc(F)cc3CCC2C)cc1 (centres undefined)	4	4	-3.6	-3	16	6	3	-2	-0.6	-2	6
CC(=O)N1CCCN(C(=O)c2ccc3nc(Cc4ccccc4F)oc3c2)CC1	1	-7	-0.5	-7	3	1	-5	-2	-0.3	6	-3
COc1cccc(NC(=S)N(CCN(C)C)C(C)c2cccnc2)c1 (centres undefined)	5	5	-0.8	9	-18	5	-3	-3	0.7	-1	-3
C[C@@]12C(=O)Nc3ccc(Cl)cc3C(=O)N1[C@H]1c3cc(Cl)ccc3OC[C@@H]1[C@@H]2c1ccccc1	-3	-37	-2.9	-13	189	-8	3	·	-1.0	-5	0
CCOC(=O)CS(=O)(=O)c1nc(-c2ccccc2)cc(C(F)(F)F)n1	-2	-24	1.6	-4	15	-1	-5	-1	1.5	-6	-4
O=C1/C(=C/Nc2cccc([N+](=O)[O-])c2)CCc2ccccc21	-1	-18	-0.6	-2	0	3	-3	2	0.4	-9	-11
O=c1[nH]c(=O)n(CCOc2ccc(Cl)cc2)cc1Br	-6	8	-0.6	-10	2	2	7	0	0.7	2	-1
COc1cc(-c2noc(CCCC(=O)NCc3ccccc3)n2)cc(OC)c1OC	0	12	2.3	8	1	-6	-7	-2	0.8	1	-5
Cc1cccc(N(C(=O)CNC(=O)c2ccco2)C(C(=O)NC2CCCC2)c2ccncc2)c1C (centres undefined)	-1	10	0.9	-4	-3	-14	-14	0	0.8	-7	4
Fc1ccc(NC(=S)Nc2cccc3ccccc23)cc1	9	-6	0.1	-5	-16	2	-3	1	-0.2	-1	-3
Cc1cc(C)cc(NC(=O)CN2CCc3cc4c(cc3C2C)OCCCO4)c1 (centres undefined)	4	-12	0.9	5	-11	-1	-12	3	1.0	2	-2
CCOc1ccc2c(c1)C(N(CCN1CCOCC1)C(=S)Nc1ccccc1OC)CC(C)(C)O2 (centres undefined)	7	0	-0.9	-7	-18	-2	-8	0	0.2	-2	-1
CSc1nsc(SCC(=O)Nc2ccc(C(N)=O)cc2)n1	-8	-33	0.9	-19	197	3	2	-2	-0.1	0	5
COc1ccc(NC(=O)COc2coc(CN3CCCc4ccccc43)cc2=O)cc1	11	6	1.7	9	4	-2	-9	0	4.0	-3	-12
O=C(COC(=O)c1ccc(Br)cc1)NCc1ccccc1	-5	4	-0.3	-6	7	-10	3	-1	-1.7	-2	-1
Cc1cc(C)nc(NC(=O)CSc2nn(-c3ccccc3)c(=S)s2)n1	-4	5	0.4	-26	-8	-12	?	0	0.6	-3	14
CCC(C)Oc1ccccc1C1CC(=O)NC2=C1C(=O)CCC2 (centres undefined)	23	18	-1.3	0	1	-4	-4	7	1.2	2	-4
O=C(Cn1cnc2c(nnn2Cc2ccc(Cl)cc2)c1=O)N1CCN(c2ccccc2)CC1	22	8	-1.4	-5	6	-5	4	·	1.5	1	1
O=C(NCCC1=CCCCC1)C1CCCN(S(=O)(=O)c2cnc[nH]2)C1 (centres undefined)	-4	-3	-1.1	-16	36	2	2	·	-1.2	0	7
Cc1cc(C)n2nc(SCC(=O)Nc3ccccc3)nc2n1	-10	·	-0.6	-8	112	-2	-1	-3	2.7	-4	6
CCc1nnc(NC(=O)c2cc(OC)c(OC)cc2[N+](=O)[O-])s1	6	11	0.9	-9	-12	3	1	4	0.0	-5	2
O=c1cc(-c2ccccc2)nc2nc[nH]n12	-5	-5	-0.8	12	-10	2	4	-4	0.5	0	-2
COc1ccccc1CNC(=O)c1cc(-c2ccccc2)n(Cc2cc(C)no2)n1	-6	-2	0.6	0	-9	4	-7	·	-0.8	-3	0
N=c1c2c(ncn1CCCO)Oc1cc(O)ccc1C2c1ccccc1 (centres undefined)	8	-10	0.5	-20	78	-6	0	-2	-0.8	-4	3
Cc1c(NS(=O)(=O)c2cccc([N+](=O)[O-])c2)c(=O)n(-c2ccccc2)n1C	3	13	-1.2	12	11	-7	-2	-4	2.1	-1	5
CC(=O)c1ccc(NC(=O)C(C)O/N=C(\N)c2ccccc2)cc1 (centres undefined)	-9	-6	-0.1	-1	-9	-7	-1	1	0.5	4	-4
COc1ccc(CNc2ccc(C)cc2)cc1Br	-9	-10	2.3	-10	192	8	-3	1	-0.7	3	-2
O=C(CCN1CCCC1)c1cccs1	-5	-5	0.8	-7	-2	-5	-2	-2	-1.5	-1	1
CCOC(=O)C1CCCN(CC(=O)Nc2c(C(=O)OC)[nH]c3ccc(C)cc23)C1 (centres undefined)	7	·	0.4	7	-2	1	-12	-1	-0.6	-2	2
COC(=O)C(Cc1ccc(OC(=O)c2ccc(C(F)(F)F)cc2)cc1)N1Cc2ccccc2C1=O (centres undefined)	-5	-36	-4.8	-20	-4	-1	-5	·	-0.6	-7	5
COc1ccc(N(CC(=O)N2CC=C(c3ccccc3)CC2)S(=O)(=O)c2c(C)noc2C)cc1	1	-23	-1.1	1	-1	-2	-8	·	2.0	1	-1
CCCCOc1ccc(N2C(=O)CC(N(CCc3ccccc3)C(=O)/C=C/C(=O)O)C2=O)cc1 (centres undefined)	2	4	-0.6	-1	2	-6	-1	0	1.9	-4	5
O=C(CCCCCN1C(=O)c2ccccc2C1=O)NCc1ccco1	-10	-1	-0.5	-2	545	-2	0	1	0.2	0	4
Cc1cc(Cl)cc2c1NC(=O)[C@]21[C@@H]2C(=O)N(Cc3ccccc3)C(=O)[C@@H]2[C@@H]2CCCN21	14	62	-0.9	-21	-4	-2	5	·	-0.2	-2	0
CCOc1ccc(CCNC(=O)/C=C/c2ccco2)cc1OCC	5	-14	0.2	-3	10	-2	-6	2	0.4	-2	0
CN(Cc1cc(=O)n2ccsc2n1)C1CCCCC1	7	3	-0.3	13	6	1	-2	1	-0.5	1	0
COc1cc(/C=C2/C(=O)NN(c3cccc(F)c3)C2=O)ccc1OC(=O)c1ccco1	-1	28	2.2	0	-20	-12	-10	28	0.6	-2	16
COc1ccc(C(=O)c2c(C(F)(F)F)oc3c2C(=O)c2ccccc2C3=O)cc1	29	-45	0.4	-9	-13	6	-3	·	0.2	4	0
COc1ccc(NS(=O)(=O)c2c(C(=O)N3CCCCCC3)c(C)n(C)c2C)cc1OC	-1	-18	-3.7	-10	11	-4	2	16	1.5	-8	-1
COc1cc(C2C3=C(CC(C)(C)CC3=O)Nc3c2c(=O)[nH]c(=O)n3Cc2ccccc2)ccc1O (centres undefined)	2	12	3.0	-7	·	-6	-12	0	-0.3	3	-6
CC(O)c1nc2ccccc2n1CCCCOc1ccccc1 (centres undefined)	7	10	0.4	-2	9	21*	-1	5	0.1	-2	-2
Cc1ccc(-c2nc(CNC(=O)c3cc(C)on3)cs2)cc1	-4	27	0.9	-4	9	-2	0	1	-1.2	1	0
COC(=O)c1ccc(C(=O)N(C)C2CCCN(Cc3ccccc3F)C2)nc1 (centres undefined)	-2	17	-1.5	-6	-15	-1	-7	0	-2.2	-6	4
CCN1CCCC1CNC(=O)Cn1cccc1C(=O)c1ccccc1 (centres undefined)	-2	-17	0.7	-13	2	10	-7	2	0.0	-7	-2
CC1=CC(C)C2(CO)COC(c3cccnc3)C1C2C (centres undefined)	·	4	0.9	1	852	5	-5	23	0.4	0	4
COc1ccccc1-n1ccnc(SCC(=O)NCc2ccccc2)c1=O	-32	-34	-1.3	-9	0	4	-4	-1	-0.5	-10	-3
CCc1ccccc1NS(=O)(=O)c1ccc2[nH]cc(C(=O)NCC3CCCO3)c(=O)c2c1 (centres undefined)	16	-2	2.8	1	·	6	-21	0	-0.5	1	-8
CN(C)CCc1cc2c(c3c1ccc1ccccc13)OCO2	-8	5	1.1	12	123	-1	47*	48	48	-5	0
OCCO	-1	-3	-1.5	5	·	i	-1	·	0.5	i	i
NC(=O)c1ccc(CN2CCc3ccccc3C2)cc1	-8	0	0.5	-13	-6	-3	1	-2	3.6	-5	2
Cc1nc(Nc2cccc(O)c2)c2c3c(sc2n1)CCC3	7	-14	0.7	-13	361	0	5	-1	0.0	-5	-1
Cc1ccc(NC(=O)/C=N/OCC(=O)NCc2ccccc2Cl)cc1	4	-29	1.9	-17	464*	-4	0	1	-1.4	0	1
COc1ccc(N2CC(C(=O)NCCCN3CCOCC3)CC2=O)cc1 (centres undefined)	-8	-5	0.2	-7	3	0	-9	0	1.1	7	1
CCCSc1nnc(CSc2ncccn2)n1C	-15	-14	-3.7	-12	·	-2	-1	1	-0.2	-6	2
The results go on:
SMILES	Rtt109 Vps75	PfHsp90 yeast 2	CDK5 inh	PvdQ acylase	SUMO Mot1 rescue	RTF Ca sens inh	dFosB act	NSD2 inh	LANA DNA inh	Keap1 Nrf2 FP	cardiac RTF act
COc1ccc(Br)cc1CNC(=O)C1CCN(S(=O)(=O)N2CCC(C)CC2)CC1	12	7	-1.0	-9	7	6	-4	·	-0.7	5	-4
O=C(Nc1cccc(-c2nnc(-c3ccco3)o2)c1)C(c1ccccc1)c1ccccc1	2	-1	3.4	9	241	-44	-18	-1	-1.7	-4	2
Cc1ccc(NC(=O)c2sccc2C)nc1	2	9	4.2	-17	-13	-5	-7	-2	-1.8	-3	-2
O=S1(=O)CCOC[C@H](Cc2ccccc2)N1Cc1ccccc1	-8	·	-2.9	-11	12	6	5	·	1.1	-6	2
Cc1cccc(C)c1NC(=S)N(CCN1CCCCCC1)Cc1ccco1	1	10	0.2	-15	4	1	-5	-6	0.4	-5	1

Not a hit list; any-hit rate near 3.2%.
